Screening data from PubChem.
HttQ103 aggreg: mutant huntingtin aggregation inhibition; 220,000 compounds, 1.1% hits; AID 1688; PC12 HttQ103-GFP aggregates, Acumen cytometry, 40 h; Potency, µM (titrated, usually from 46.1 µM), for the others: at the highest dose activity change, negative = inhibition, actives largely listed as inhibitors; also: potency is read from the fitted curve at half-maximal effect; % is scaled to controls: 0 for no effect and ±100 for the full control effect; nearly all actives have a fitted effect of over 60% in size
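Multiplexed with ATP-based cell death, this channel scores GFP aggregates in PC12 cells expressing inducible HTTex1-Q103-GFP. Induction used 100 nM tebufenozide; compounds were tested in concentration series.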
Lamin A splicing: LMNA splicing modulation. HeLa LMNA splicing GFP/RFP minigene ratio, 48 h. Potency, µM (doses to about 46.1 µM), for inactives: at the top dose ratio change, negative = inhibition, usual class: inhibitors. 200,000 compounds, 0.01% hits. AID 1487; active = well fitted inhibition curve with a large enough effect in the signal ratio, with a control signal flat, not every such curve was filed as active; inconclusive = small, poorly fitted or top-dose-only effect, or effect the other way, or a change in a side signal; the % refers to the signal ratio; also: potency is read from the fitted curve at half-maximal effect; % is scaled to controls: 0 for no effect and ±100 for the full control effect
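Read-out is the ratio of GFP to DsRed2 object intensity, acquired by 488 nm laser-scanning cytometry on HeLa lamin A-EGFP minigene reporter cells. Compound incubation 48 hrs at 37 °C in Opti-MEM with 2% FBS; DMSO 0.5% final.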
SMN2 splice enh: enhancers of SMN2 splice variant expression | HEK293 SMN2-luciferase splicing reporter, luminescence, 30-36 h | Potency, µM (titrated, usually from 46.1 µM), without a hit: at the highest dose activity change, positive = activation, usual class: activators | 210,000 compounds, 2.8% hits | AID 1458; also: potency is read from the fitted curve at half-maximal effect; % of control where 0% means no effect; nearly all actives have a fitted effect of over 55% in size
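HEK293 cells carry an SMN2 minigene-luciferase reporter in which exon 7 inclusion puts luciferase in frame. Cells were seeded at 2000 cells/well, attached for 10-12 hours, then exposed to compounds for 30-36 hours at 37C before ONE-Glo luminescence.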
IMPase Li cell: cell-permeable IMPase inhibitors with lithium potentiation; CHO-M1 cells, IP1 TR-FRET (IP-One), carbachol + lithium; Potency, µM (doses to about 59.4 µM), for the others: top-dose activity, negative = IMPase inhibition, actives largely listed as inhibitors; 210,000 compounds, 0.35% hits; AID 1457;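 also: IP1 builds up when IMPase is blocked and the TR-FRET signal falls; potency is read from the fitted curve at half-maximal effect; plate controls were basal vehicle for no effect and high inhibitor control for full effect; nearly all actives have a fitted effect of over 50% in size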
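Readout is a homogeneous TR-FRET IP1 immunoassay (Ex 320, Em 665 and 620), where raised cytosolic IP1 lowers signal. Cells were CHO-M1 treated 30 min at 37C with test compounds plus a little lithium; AC50 values came from Hill-equation fitting.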
KinaseGlo FLuc: Kinase-Glo luciferase inhibition (counter-screen) | AID 1379 | Q27757 | Potency, µM (highest dose often 38.3 µM), inactives show at the highest dose activity change, negative = inhibition, hits mostly inhibitors | 200,000 compounds, 0.28% hits | Kinase-Glo luciferase, ATP luminescence, 8 min; also: potency is read from the fitted curve at half-maximal effect; % is scaled to controls: 0 for no effect and ±100 for the full control effect; nearly all actives have a fitted effect of over 60% in size
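Substrate mix (final 50 mM imidazole pH 7.2, 50 mM KCl, 7 mM MgCl2, 10 uM ATP, 0.01% Tween 20, 0.05% BSA) plus pin-tool compound, then Kinase-Glo detection mix; 8 min ambient, luminescence read.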
HTT ATP protect: cytoprotection in Huntington HTT-Q103 PC12 cell model; PC12 HTT-Q103 induced, cytoprotection, ATP luminescence, 40 h; Potency, µM (doses to about 56.4 µM), inactives show cytoprotection (ATP increase), actives largely listed as activators; 230,000 compounds, 0.14% hits; AID 1471;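 also: potency is read from the fitted curve at half-maximal effect; % of control where 0% means no effect; nearly all actives have a fitted effect of over 45% in size; toxic huntingtin expression switched on by the ecdysone agonist tebufenozide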
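PC12 cells stably carrying ecdysone-inducible Htt exon 1 (Q103)–GFP were induced with 100 nM tebufenozide (final) alongside library compounds in a dose series. Cytoprotection was scored as retained ATP by ATPlite luminescence.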
CBFb-RUNX1 inh: CBF-beta/RUNX1 interaction disruption; AID 1477; AlphaScreen CBFb-His/RUNX1-biotin binding, biochemical; Q01196+Q13951; Potency, µM (series often up to 59.8 µM), without a hit: at the top dose activity, negative = inhibition, most hits filed as inhibitors; 230,000 tested, under 10 active; also: % of control where 0% means no effect
Target sequence (Q01196 whole entry, looked up): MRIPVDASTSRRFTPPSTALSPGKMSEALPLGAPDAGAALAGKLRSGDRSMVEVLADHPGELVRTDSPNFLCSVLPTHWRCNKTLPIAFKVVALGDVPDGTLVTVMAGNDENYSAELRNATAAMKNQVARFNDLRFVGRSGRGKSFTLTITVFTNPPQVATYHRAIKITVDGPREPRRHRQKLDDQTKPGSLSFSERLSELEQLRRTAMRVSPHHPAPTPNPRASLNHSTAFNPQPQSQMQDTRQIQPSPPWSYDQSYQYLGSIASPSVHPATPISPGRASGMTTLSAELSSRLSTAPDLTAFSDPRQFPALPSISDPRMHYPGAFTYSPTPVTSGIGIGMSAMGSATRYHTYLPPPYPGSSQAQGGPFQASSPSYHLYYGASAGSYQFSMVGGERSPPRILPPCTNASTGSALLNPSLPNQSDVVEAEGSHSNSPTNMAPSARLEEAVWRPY
Target sequence (Q13951 whole entry, looked up): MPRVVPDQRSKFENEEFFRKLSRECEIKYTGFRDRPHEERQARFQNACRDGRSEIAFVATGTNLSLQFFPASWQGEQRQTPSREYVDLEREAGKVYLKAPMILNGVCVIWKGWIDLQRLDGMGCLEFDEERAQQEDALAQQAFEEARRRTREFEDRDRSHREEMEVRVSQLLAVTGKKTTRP
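AlphaScreen binding: CBFb-His and RUNX1-biotin (30 nM each) preincubated 20 min, compound added for 15 min, then nickel and streptavidin beads for 90 min, all at room temperature. Disruption of the interaction by any mechanism counts as activity.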
* = called active by the depositor; ? = inconclusive; nt = no result given; [ ] = remark or other dose. Unless noted, calls follow the shape of the dose curve; as a rule, active = well fitted curve in the direction sought with a large enough effect; inconclusive = small, poorly fitted or top-dose-only effect, or another doubt; inactive = no such curve, though single readings can be large; an effect the other way counts as inactive or inconclusive.

canonical_smiles | HttQ103 aggreg | Lamin A splicing | SMN2 splice enh | IMPase Li cell | KinaseGlo FLuc | HTT ATP protect | CBFb-RUNX1 inh
O=C(c1ccccc1)c1cc([N+](=O)[O-])ccc1N1CCOCC1 | 14% | ? | -13% | 7% | 2% | -74%[inhibitor][10 µM] | -8%
Cc1c(C(c2cccs2)c2c(C)n(C)n(-c3ccccc3)c2=O)c(=O)n(-c2ccccc2)n1C | -10%[9.22 µM] | nt | nt | nt | nt | -11%[10 µM] | 2%
Fc1cccc(Cl)c1/C=N/n1c(-c2cccnc2)n[nH]c1=S | -4% | nt | -49%[inhibitor] | 3% | 3% | 2% | -5%
Cc1oc(C(C)(C)C)cc1C(=O)Nc1ccc(C(=O)O)cc1 | 5%[9.22 µM] | -4% | ? | 0%[38.3 µM] | 3% | -14% | -4%
CC(C)=CCc1c(O)cc(O)c2c1O[C@H](c1ccccc1)CC2=O | nt | nt | nt | 2% | -1% | 23%[1.9 µM] | 0%[21.7 µM]
CC(C)NC(=O)c1cc2c(-c3ccc(Cl)cc3)nn(C)c2s1 | 23% | 14% | 9% | -9%[38.3 µM] | -1% | -26% | 5%
CCOC(=O)c1ccc(C(=O)OCC)nc1 | 4% | -7% | -6% | -6% | 2% | -12%[10 µM] | 17%
Cc1ccccc1Cn1nc(C)c(NC(=O)c2noc3c2CCCC3)c1C | 10% | -25% | -49%[inhibitor] | -2% | 2% | 1%[10 µM] | -2%
COc1cccc2oc(-c3ccc(O)cc3)cc(=O)c12 | nt | nt | nt | 11% | -19% | -27%[1.9 µM] | 22%[21.7 µM]
O=C(CSc1nnc(Cc2ccccc2)o1)N1CCCc2ccccc21 | 0% | 1% | -10% | 18%[38.3 µM] | -3% | 1% | 0%
Cc1cc(C)c2c(c1)/C(=N/Nc1ccc(S(N)(=O)=O)cc1[N+](=O)[O-])CCC2 | 16% | nt | -7% | 14% | -2% | -14% | -7%
O=C(c1ccc(CS(=O)(=O)c2ccccc2)o1)N1CCOCC1 | 26% | 0% | -21% | -6%[38.3 µM] | 4% | -7% | 8%

Only HTT ATP protect and SMN2 splice enh (3 entries from above):
structure	HTT ATP protect	SMN2 splice enh
Cc1c(C(c2cccs2)c2c(C)n(C)n(-c3ccccc3)c2=O)c(=O)n(-c2ccccc2)n1C	-11%[10 µM]	nt
O=C(c1ccc(CS(=O)(=O)c2ccccc2)o1)N1CCOCC1	-7%	-21%
CC(C)=CCc1c(O)cc(O)c2c1O[C@H](c1ccccc1)CC2=O	23%[1.9 µM]	nt

Additional results follow:
canonical_smiles | HttQ103 aggreg | Lamin A splicing | SMN2 splice enh | IMPase Li cell | KinaseGlo FLuc | HTT ATP protect | CBFb-RUNX1 inh
O=C(O)c1ccccc1C(=O)NCc1cccnc1 | -6% | 8% | -14% | -11%[38.3 µM] | -3% | 3% | 4%
O=C1Nc2ccccc2/C1=C/c1cccnc1 | ? | nt | 12% | -2% | -3% | -13% | 4%
Cc1cc(NC(=O)CN2C(=O)NC3(CCC(C)CC3)C2=O)no1 (centres undefined) | -20% | -10% | 21% | -1% | -1% | 3%[1.9 µM] | -1%
Nc1cccc(-n2nncc2-c2ccccc2)c1 | -10% | 6% | -18% | 0%[38.3 µM] | -6% | -10% | 1%
O=C(Nc1ccc2c(c1)OCCO2)c1cc(-c2ccccc2)nc2ccccc12 | 10% | ? | -8% | 0%[38.3 µM] | -16% | 4% | -8%
CCn1cc(SCC(=O)N2CCc3ccccc32)c2ccccc21 | -13% | -12% | 23% | 49%[activator][38.3 µM] | 2% | 31%[10 µM] | 3%
FC(F)(F)c1cnc(Sc2nc3nccc(-c4ccc(Cl)cc4)n3n2)c(Cl)c1 | -8% | 26% | -67%[inhibitor] | 0%[38.3 µM] | 0% | 4% | 6%
COc1ccc(NC(=O)c2cc(OC)c(OC)c(OC)c2)cc1S(=O)(=O)N1CCCCC1 | -2% | -1%[9.22 µM] | -25% | 1% | 0% | -1% | 7%
O=C(CN(c1ccccc1F)S(=O)(=O)c1ccccc1)NC1CCCCCC1 | 18% | -15% | -21% | 27%[38.3 µM] | -1% | -1% | 1%
CCOC(=O)c1cc(C#N)c(N2CCN(c3ccccn3)CC2)nc1-c1ccccc1 | ? | nt | -29% | 8% | -1% | nt | ?
COc1ccc(N=Cc2sc3ccccc3c2Cl)cc1 | -3% | -6% | 1% | 8%[38.3 µM] | 1% | -10% | -16%
CC(=O)CCOC1CCCCO1 (centres undefined) | nt | nt | -1% | 45% | -1% | -23% | -3%

(list continues)
Molecule | HttQ103 aggreg | Lamin A splicing | SMN2 splice enh | IMPase Li cell | KinaseGlo FLuc | HTT ATP protect | CBFb-RUNX1 inh
COc1ccc(N2CCN(C(=O)c3ccc(NS(=O)(=O)c4ccc(F)cc4)cc3)CC2)cc1 | ? | -25% | nt | 28%[38.3 µM] | -1% | -11%[10 µM] | -9%
CC(NS(=O)(=O)c1ccc(Cl)c(Cl)c1)C(=O)OCC(=O)Nc1ccc2c(c1)OCO2 (centres undefined) | -7%[9.22 µM] | -10%[9.22 µM] | -5% | 4% | -2% | -44%[inhibitor][1.9 µM] | -11%
CNC(=O)CSc1nnc(-c2ccccn2)n1Cc1ccco1 | -3%[9.22 µM] | nt | nt | nt | nt | 17%[10 µM] | -5%
Cc1nc2ncnn2c(C)c1Cc1c(Cl)cccc1Cl | 7% | -5% | -7% | 27%[38.3 µM] | 4% | -4% | 1%
CC12C(=O)N(CCC(=O)O)C(=O)C1C1C=CC2C1 (centres undefined) | -6% | -9% | -4% | 14%[38.3 µM] | 0% | -13%[10 µM] | 2%
c1ccc(OCc2nc(-c3ccncc3)no2)cc1 | 2%[9.22 µM] | -7%[46 µM] | nt | -1% | -1% | -3%[10 µM] | 2%
CCCCC/C(=N\NC(=O)CCC(=O)NCc1ccccc1)c1ccccc1 | -15% | -4% | 27% | -2% | -8% | nt | 6%
COc1cc(/C=N/NC(=O)C2(O)c3ccccc3-c3ccccc32)ccc1O | -4% | -6% | 21% | 11% | 2% | 14%[10 µM] | -10%
COc1cc(C(=O)Nc2nnc(CC(C)(C)C)s2)c([N+](=O)[O-])cc1OC | -26% | ? | -24% | -7% | 2% | 4%[10 µM] | -14%
COC(=O)c1ccc(NC(=S)Nc2ccccc2)cc1 | 18% | 3% | -40%[inhibitor] | 5% | 0% | 15%[10 µM] | 5%
COCCNC(=O)CN1CCC(NC(=O)C(C)(C)C)CC1 | 0% | 13% | 6% | -4%[38.3 µM] | 1% | -4% | 2%
O=C(N/N=C/c1ccc(OC(F)F)cc1)C1=COCCO1 | 10% | -9%[46 µM] | 11µM* | 8% | -18% | -5%[10 µM] | 8%
CCc1nc(C)cn1S(=O)(=O)c1ccc([N+](=O)[O-])cc1 | 6%[9.22 µM] | ? | nt | 3% | 1% | 9%[10 µM] | 4%
O=C1CC(CCC(=O)NC2CC2)c2ccccc2N1 (centres undefined) | -7% | 5% | -3% | -3%[38.3 µM] | 7% | -1% | 16%
CC(C)c1ccc(C(C(=O)NC(C)(C)C)N(C(=O)CNC(=O)c2ccco2)c2cccnc2)cc1 (centres undefined) | -4% | -12% | 3% | 7% | 1% | 27%[1.9 µM] | 7%
CCCn1c(CCC(=O)O)ccc1-c1cccs1 | 26% | 2% | 2% | -1%[38.3 µM] | 0% | 14%[10 µM] | 7%
NC(=O)c1cc2cc(Cl)ccc2oc1=Nc1cccc(C(F)(F)F)c1 | 2% | -3% | 6% | 7% | 4% | nt | 1%[2.36 µM]
Cc1cc(=O)oc2cc(OCc3nnc(-c4ccccc4Br)o3)ccc12 | -19% | -17% | -23% | 20%[38.3 µM] | -1% | -18% | 0%
CC[C@H](C)[C@H](NC(=O)OCc1ccccc1)C(=O)Nc1ccc(NC(C)=O)cc1 | -8% | ? | -4% | 5% | -1% | -31% | 15%
O=C(CC1C(=O)NCCN1CC1CCCCC1)NCCc1ccc(F)cc1 (centres undefined) | -1%[9.22 µM] | ? | -2% | 7% | -6% | 6%[10 µM] | 5%

Record cards, from the list above. Order of values: HttQ103 aggreg | Lamin A splicing | SMN2 splice enh | IMPase Li cell | KinaseGlo FLuc | HTT ATP protect | CBFb-RUNX1 inh
O=C1CC(CCC(=O)NC2CC2)c2ccccc2N1 (centres undefined) as listed: -7% | 5% | -3% | -3%[38.3 µM] | 7% | -1% | 16%
O=C(CSc1nnc(Cc2ccccc2)o1)N1CCCc2ccccc21 as listed: 0% | 1% | -10% | 18%[38.3 µM] | -3% | 1% | 0%

Going on with the list.
Molecule | HttQ103 aggreg | Lamin A splicing | SMN2 splice enh | IMPase Li cell | KinaseGlo FLuc | HTT ATP protect | CBFb-RUNX1 inh
CC(C)(C)NS(=O)(=O)c1ccc(CCC(=O)NCc2ccco2)cc1 | 3% | 25% | 10% | -1%[38.3 µM] | -8% | 8% | 2%
CC1=C(C(=O)NCc2ccco2)C2(CCC(C)CC2)OC1=O (centres undefined) | -12% | ? | -4% | 16% | 3% | -34%[10 µM] | -3%
Cc1ccnc(NC(=S)NC(=O)/C=C/c2ccco2)c1 | ? | ? | ? | 0%[38.3 µM] | 0% | -49%[inhibitor] | -23%
O=S(=O)(c1ccc(F)cc1)N1CCN(C(=S)NCc2ccco2)CC1 | -5% | -10% | 6% | 0% | -1% | 34%[10 µM] | -6%
CCCNC(=O)COc1ncnc2sc(C)c(C)c12 | 21% | 8% | 5% | 12%[38.3 µM] | 1% | -7% | 2%
Cn1c(=O)cc(OCCCC(=O)NCc2ccco2)c2ccccc21 | 33% | ? | 10µM* | 23%[38.3 µM] | -3% | -12% | 9%
